core dimer inh = blocks dimerization of HCV core protein | TR-FRET GST/Flag-core106 dimerization, 1536-well | inhibition, % at 5 µM | 0.33% of 300,000 active;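 active = inhibition above the mean of all tested compounds plus 3 SD, set per screening campaign, cut at about 45% in these data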
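Assay system – GST-tagged and Flag-tagged HCV core protein residues 1-106 · Quantity – core106 proteins, GST 13.5 nM and Flag 17 nM · Benchmarks – unlabelled core106 and no-GST-core106 wells · Read-out basis – percent inhibition of core106 dimerization signal · Detection – time-resolved FRET, ex 340 nm, em 617 and 671 nm · Schedule – 4 h at 22.5 °C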
CR mimetic SO = caloric restriction mimetics inhibiting age-related superoxide in yeast; AID 2690; superoxide response (% of plate mean), % at 10 µM; 0.18% of 330,000 active; S. cerevisiae aged cells, superoxide DHE fluorescence; hits give low values;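 active = superoxide response under a set limit, about three screen SD below normal, cut at about 65% in these data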;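 note: yeast aged for seven days with compound at 30 °C before DHE staining; 100% = average MFI of all compound-treated wells on the plate with controls excluded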
GASC-1 inh = blocks human GASC-1 demethylase activity | GST-JMJD2C(1-420) H3K9me3 demethylation, DELFIA europium | inhibition, % at 2.35 µM | 0.069% of 330,000 active;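 active = more than half of a compound's replicate wells show inhibition beyond 50%, single wells judged on their own value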;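 note: signal counts dimethyl H3K9 product captured on neutravidin plate; 0% = median of DMSO wells and 100% = 0.3 times that DMSO median; strong numbers were not always called active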
Target sequence (Q9H3R0 1-420 limits assumed): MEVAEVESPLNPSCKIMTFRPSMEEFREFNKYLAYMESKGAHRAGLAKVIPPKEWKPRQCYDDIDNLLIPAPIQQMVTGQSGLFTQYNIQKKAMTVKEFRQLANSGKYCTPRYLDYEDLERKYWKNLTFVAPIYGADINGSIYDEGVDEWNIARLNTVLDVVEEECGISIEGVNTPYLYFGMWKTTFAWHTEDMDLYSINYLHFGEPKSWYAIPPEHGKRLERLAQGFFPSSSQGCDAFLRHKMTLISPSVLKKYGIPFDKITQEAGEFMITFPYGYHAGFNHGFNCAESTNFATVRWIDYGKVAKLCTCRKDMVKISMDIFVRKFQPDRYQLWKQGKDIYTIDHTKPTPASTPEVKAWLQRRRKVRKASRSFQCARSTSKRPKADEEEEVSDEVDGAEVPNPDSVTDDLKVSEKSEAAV
ZTA DNA inh = counter-screen for EBNA-1 inhibitors: inhibitors of Epstein-Barr virus ZTA. ZTA-DNA binding, fluorescence polarization. P03206. inhibition, % at 11 µM. 0.15% of 320,000 active; in the data active = inhibition above about 33%
Target sequence (P03206 whole entry, looked up): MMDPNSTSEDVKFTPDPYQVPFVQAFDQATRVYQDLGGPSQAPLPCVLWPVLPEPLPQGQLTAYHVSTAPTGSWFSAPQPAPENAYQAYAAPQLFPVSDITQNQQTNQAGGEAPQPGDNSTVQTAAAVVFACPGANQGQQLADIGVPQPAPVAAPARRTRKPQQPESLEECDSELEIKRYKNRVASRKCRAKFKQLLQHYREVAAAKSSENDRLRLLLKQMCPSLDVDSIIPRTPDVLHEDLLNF
PP1 inh = counter-screen for PP5 inhibitors: inhibitors of human PP1-alpha; 0.9% of 320,000 active; inhibition, % at 6.7 µM; P62136; purified PP1alpha, OMFP fluorescence;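 active = inhibition above the mean inhibition of all tested compounds plus 3 SD, computed separately for each screening campaign, cut at about 15% in these data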
Target sequence (P62136 whole entry, looked up): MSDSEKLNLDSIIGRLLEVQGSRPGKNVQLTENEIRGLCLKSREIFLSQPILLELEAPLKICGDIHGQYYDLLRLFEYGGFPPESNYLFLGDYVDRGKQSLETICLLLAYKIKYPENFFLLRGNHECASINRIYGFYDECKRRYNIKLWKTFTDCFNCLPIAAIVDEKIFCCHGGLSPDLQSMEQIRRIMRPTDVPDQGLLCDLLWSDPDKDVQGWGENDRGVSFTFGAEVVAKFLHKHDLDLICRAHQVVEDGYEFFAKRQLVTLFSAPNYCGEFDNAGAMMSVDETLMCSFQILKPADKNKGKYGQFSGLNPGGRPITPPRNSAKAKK
TPT1 inh = blocks Candida albicans tRNA 2'-phosphotransferase; recombinant caTPT1, FP RNA substrate dephosphorylation; inhibition, % at 5 µM; 0.81% of 300,000 active; AID 1962;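 active = inhibition above the mean of all tested compounds plus 3 SD, set per screening campaign, cut at about 24% in these data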;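 note: plate controls were DMSO alone for no effect and ferristatin control at 100 nM for full effect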
EBNA-1 inhibitor = blocks EBNA-1 binding to DNA; EBNA-1 DNA binding, fluorescence polarization; inhibition, % at 14.8 µM; 0.34% of 300,000 active; AID 1950; in the data active = inhibition above about 28%
Fh CTSL1 inh = blocks F. hepatica cathepsin L1 in PFM18AAP counter-screen; recombinant F. hepatica cathepsin L1, Z-Leu-Arg-MCA fluorescence; inhibition, % at 5.96 µM; 0.49% of 300,000 active;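 active = inhibition above the mean of all tested compounds plus 3 SD, set per screening campaign, cut at about 17% in these data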;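 note: 0% = plate median of test compound wells and 100% = 1 µM Z-Phe-Ala-diazomethylketone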
PP5 primary = inhibitors of human protein phosphatase 5 (PP5); P53041; 0.18% of 320,000 active; inhibition, % at 6.7 µM; AID 1987; purified PP5c, OMFP substrate fluorescence;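 active = inhibition above the campaign's mean inhibition across all tested compounds plus 3 SD, cut at about 9.5% in these data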;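 note: 0% = DMSO only and 100% = 100 µM cantharidin control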
Numbers without * were called inactive; i = inactive; . = not tested or not shown; & = joins results of further samples.

SMILES	core dimer inh	CR mimetic SO	GASC-1 inh	ZTA DNA inh	PP1 inh	TPT1 inh	EBNA-1 inhibitor	Fh CTSL1 inh	PP5 primary
COC(=O)c1cccc(-n2nnnc2SCC(=O)Nc2cc(C)on2)c1	-0.6	97.5	12.2	-7.7	1.2	3.8	-7.8	-2.3	1.3
Cc1cc(C)n(CC(=O)N2CCCC(C(=O)c3cccc(OC(C)C)c3)C2)n1 (configuration not stated)	-26.3	102.2	6.9	6.3	-1.5	1.6	6.1	3.5	-0.9
O=[N+]([O-])c1ccc(N2CCN(c3ccccc3F)CC2)c(S(=O)(=O)N2CCOCC2)c1	13.4	104.9	3.7	-2.4	3.8	-1.4	-3.1	-0.6	2.5
O=C(COC(=O)c1ccco1)NCC1CCCO1 (configuration not stated)	-6.2	81.2	-0.7	2.8	3.4	-2.5	-3.9	0.9	0.5
COc1ccc(S(=O)(=O)N2CC3CCCN3c3ccc(C(F)(F)F)cc32)cc1 (configuration not stated)	9.5	117.4	6.0	-3.6	0.2	-3.0	2.5	4.3	0.6
CC(C)CNC(=O)c1cccc(NC(=O)C(C)C)c1	-0.2	93.2	7.3	2.7	-2.3	-6.1	-0.1	-4.5	0.0
Cc1ccc(C(C)(O)CS(=O)(=O)Cc2ccccc2)cc1 (configuration not stated)	-1.7	96.8	-5.5	-9.5	-1.4	-1.3	-6.4	0.6	2.4
COc1cccc(C2CC(=O)Nc3cc4c(cc32)OCCO4)c1OC(C)C (configuration not stated)	15.7	98.8	4.5	6.4	0.0	-3.6	-5.3	-0.6	0.8
COc1cccc(NC(=O)CSc2nc3ccccc3c(=O)n2CCCC(=O)NCC2CCCO2)c1 (configuration not stated)	-2.0	114.3	-2.6	-11.2	-0.6	-1.0	1.6	1.0	3.0
CN1CCN(c2ccccc2NC(=O)c2ccc(N3CCOCC3)c([N+](=O)[O-])c2)CC1	0.7	86.4	0.8	8.9	-2.2	2.3	2.2	0.3	1.0
Cc1nc(NC(=O)c2ccc(F)cc2)sc1C(=O)Nc1ccc2c(c1)CCC2	11.8	107.1	1.6	13.9	-0.6	0.8	9.2	1.1	1.4
O=C(c1cccc(C(F)(F)F)c1)N1CCOC12CCN(c1ncc(C(F)(F)F)cc1Cl)CC2	3.0	97.3	4.6	3.4	4.1	-4.5	-16.3	2.4	5.2
O=C(O)c1ccccc1-c1ccc(/C=C2\SC(=O)N(c3ccccc3)C2=O)o1	6.1	92.4	-0.7	0.2	-1.9	9.7	4.0	2.0	0.0
CCC(=O)N1CCc2cc(Br)cc(S(=O)(=O)NC3CCN(Cc4ccccc4)CC3)c21	-9.1	108.9	7.6	2.1	-5.9	2.9	-8.4	-0.5	4.0
O=C(Nc1cccc(O)c1)c1cc(-c2ccc3c(c2)OCO3)on1	-15.8	112.2	8.8	11.1	7.7	4.3	4.5	-2.4	2.4
CSc1ccccc1C(=O)N(CC1CCCO1)c1c(N)n(Cc2ccccc2)c(=O)[nH]c1=O (configuration not stated)	0.8	98.1	-13.2	0.1	-6.6	3.2	2.7	-1.6	0.1
COc1ccc(COc2cc(-c3cccc(OC)c3)nc3ccc(N)cc23)cc1	2.9	97.9	-9.0	-12.9	3.1	0.2	-7.1	2.8	3.0
CC(C)CC(COCc1cccc(C(F)(F)F)c1)N1CCN(C(=O)c2cccc(C(F)(F)F)c2)CCC1=O (configuration not stated)	3.1	.	-3.3	-13.8	8.7	-2.4	-1.9	7.6	8.5
CCOC(=O)C(C)n1nc(/C=C/c2ccccc2)ccc1=O (configuration not stated)	4.5	107.5	-0.3	-1.9	-1.5	5.3	9.0	2.7	-0.9
O=C(Nc1nc2ccccc2n1CCN1CCOCC1)c1ccc(Cl)cc1	-4.3	97.1	-13.5	-2.9	2.2	-2.3	5.9	-2.0	0.8

Some of the entries so far, with each value named:
> CSc1ccccc1C(=O)N(CC1CCCO1)c1c(N)n(Cc2ccccc2)c(=O)[nH]c1=O (configuration not stated)
  core dimer inh: 0.8
  CR mimetic SO: 98.1
  GASC-1 inh: -13.2
  ZTA DNA inh: 0.1
  PP1 inh: -6.6
  TPT1 inh: 3.2
  EBNA-1 inhibitor: 2.7
  Fh CTSL1 inh: -1.6
  PP5 primary: 0.1

> COc1ccc(COc2cc(-c3cccc(OC)c3)nc3ccc(N)cc23)cc1
  core dimer inh: 2.9
  CR mimetic SO: 97.9
  GASC-1 inh: -9.0
  ZTA DNA inh: -12.9
  PP1 inh: 3.1
  TPT1 inh: 0.2
  EBNA-1 inhibitor: -7.1
  Fh CTSL1 inh: 2.8
  PP5 primary: 3.0

> CC(C)CC(COCc1cccc(C(F)(F)F)c1)N1CCN(C(=O)c2cccc(C(F)(F)F)c2)CCC1=O (configuration not stated)
  core dimer inh: 3.1
  CR mimetic SO: .
  GASC-1 inh: -3.3
  ZTA DNA inh: -13.8
  PP1 inh: 8.7
  TPT1 inh: -2.4
  EBNA-1 inhibitor: -1.9
  Fh CTSL1 inh: 7.6
  PP5 primary: 8.5

> CCOC(=O)C(C)n1nc(/C=C/c2ccccc2)ccc1=O (configuration not stated)
  core dimer inh: 4.5
  CR mimetic SO: 107.5
  GASC-1 inh: -0.3
  ZTA DNA inh: -1.9
  PP1 inh: -1.5
  TPT1 inh: 5.3
  EBNA-1 inhibitor: 9.0
  Fh CTSL1 inh: 2.7
  PP5 primary: -0.9

Further records
SMILES	core dimer inh	CR mimetic SO	GASC-1 inh	ZTA DNA inh	PP1 inh	TPT1 inh	EBNA-1 inhibitor	Fh CTSL1 inh	PP5 primary
O=C(NCc1ccco1)c1cnc2sccn2c1=O	-4.2	99.3	11.3	2.4	-1.3	-2.1	1.0	-1.3	1.2
COc1ccc(COc2ncnc3ccc(Br)cc23)cc1F	11.0	104.8	8.4	13.3	-0.2	0.5	15.5	0.7	-1.4
Cc1noc(C)c1C(c1ccccc1)S(=O)(=O)c1ccccc1 (configuration not stated)	-3.0	99.0	-23.3	-3.7	0.5	3.7	-0.8	-4.1	0.1
Cc1ccc(-c2nnc(SCC(=O)N/N=C/c3cccs3)n2-c2ccc(C)cc2)cc1	4.6	87.1	-3.5	9.6	0.5	-4.4	8.5	-0.1	-0.3
Cc1cc(/C=C2\NC(=O)NC2=O)c(C)n1-c1ccc(N2CCOCC2)cc1	7.4	102.3	-17.6	2.4	1.3	0.5	10.0	1.9	2.6
CC1(C)C2CC[C@]1(C)C(=O)N(CCCCN1CCN(c3ccccn3)CC1)C2=O	-7.7	86.3	-16.0	-13.3	-5.7	1.6	-9.0	-1.4	0.2
N#Cc1c2n(c3c(=O)n(Cc4ccc(Cl)cc4)cnc13)CCCC2	9.2	107.3	-5.2	11.2	0.0	-3.4	8.0	-0.5	0.6
Cc1ccccc1C(=O)NNC(=O)CN1C(=O)c2ccccc2C1=O	5.5	99.3	-2.6	7.2	-1.3	0.3	10.4	-6.4	1.9
Cc1ccc(NC(NC(=O)OCCn2c([N+](=O)[O-])cnc2C)C(Cl)(Cl)Cl)cc1 (configuration not stated)	-3.7	84.9	-6.1	-0.8	-0.5	-0.9	6.1	1.3	3.4
COc1ccccc1Nc1nc(N)nc(-c2oc3ccccc3c2C)n1	5.1	116.0	-23.6	2.3	-4.5	-1.1	15.8	4.1	0.3
O=S(=O)(Nc1ccc(N2CCCCC2)cc1)c1cccc2cccnc12	3.0	89.4	0.4	9.1	3.6	-1.4	3.0	-10.6	0.9
COc1ccccc1NS(=O)(=O)c1ccc2oc(N)nc2c1	3.3	112.6	-11.9	5.8	0.3	1.7	-3.9	-4.4	2.5
CCC(=O)N1CCN=C1SCc1cccc(C(F)(F)F)c1	-2.9	100.5	1.4	3.4	7.0	1.5	-6.4	0.0	1.2
Cc1cccc(OCC(=O)Nc2ccccc2N2CCCCC2)c1	1.3	i	3.3	-11.5	-2.8	-0.8	5.7	-1.9	4.0
CCOC(=O)N1CCC(N(CCOC)C(=O)Nc2ccc(Cl)c(Cl)c2)CC1	-0.3	99.0	13.0	-7.0	1.6	0.1	2.6	-1.9	0.7
COc1ccc(OC)c(NC(=O)NC2(C(F)(F)F)Oc3ccccc3O2)c1	1.9	88.0	11.6&10.3	-5.7	7.6	2.9	2.3	2.7	3.7
O=C(Nc1ccc(F)c(Cl)c1)c1ccccc1	5.8	98.0	2.2	-10.2	-2.4	-0.3	4.1	-2.5	2.1
CCN(CC(=O)Nc1ccccc1C(F)(F)F)C(=O)CSCC(=O)Nc1cc(C)on1	0.3	102.0	-0.8	-17.3	-5.6	-2.5	-14.1	-2.5	-1.9
CC(=N\O)/C(CN(C)C)=N/O	-4.6	108.6	-1.1	-4.2	0.3	2.1	3.2	-4.1	0.3
O=C(Nc1ccc2[nH]c(=O)[nH]c2c1)c1ccc(Br)o1	7.9	81.8	2.9	8.5	-1.2	-2.4	3.2	1.9	-0.5

An excerpt from above, limited to GASC-1 inh and ZTA DNA inh.
Compound	GASC-1 inh	ZTA DNA inh
CC(=N\O)/C(CN(C)C)=N/O	-1.1	-4.2
COc1ccccc1NS(=O)(=O)c1ccc2oc(N)nc2c1	-11.9	5.8

(listing goes on)
SMILES	core dimer inh	CR mimetic SO	GASC-1 inh	ZTA DNA inh	PP1 inh	TPT1 inh	EBNA-1 inhibitor	Fh CTSL1 inh	PP5 primary
Cc1ccsc1C1CC(=O)OC2=C1C(=O)CC(C)(C)C2 (configuration not stated)	-0.6	95.8	-5.2	0.9	-4.0	109.0*	-8.2	0.3	-2.0
CN(C)S(=O)(=O)c1ccc(NC(=O)C2CC(=O)N(Cc3ccccc3Cl)C2)cc1 (configuration not stated)	4.4	95.6	6.8	-1.1	-4.9	3.4	2.0	-1.4	-4.7
CN(C)c1ccc(C(C(=O)NCC2CCCO2)N(C(=O)c2snc(C(N)=O)c2N)c2ccccc2)cc1 (configuration not stated)	4.4	95.8	-18.5	21.3	0.6	-3.6	16.8	1.1	-2.6
CCCNC(=O)c1nn2c(C(F)(F)F)cc(-c3ccccc3)nc2c1Cl	-8.1	95.3	1.1	4.0	2.4	-9.5	4.8	4.3	1.8
Cc1cccc(C(=O)OCc2cncs2)c1	0.2	101.1	7.8	4.9	0.9	-3.1	1.1	0.5	0.9
N/C(=N\OC(=O)c1ccc(Cl)cc1Cl)c1ccccn1	3.2	110.8	3.5	3.1	-5.1	0.8	2.1	-1.6	0.0
O=C(NCc1cccc(F)c1)C1CCC(=O)N(C2CC2)C1 (configuration not stated)	3.6	94.5	4.5	-9.6	-0.5	-4.3	8.2	-1.2	-0.4
CCOC(=O)c1sc(NC(=O)/C=C/c2cnn(C)c2C)c(C(=O)OC(C)C)c1C	3.9	82.5	-2.0	0.7	-0.1	-2.4	-0.8	4.0	1.3
O=C(Nc1ccccc1N1CCCC1)c1ccc2c(c1)OCO2	-0.8	97.6	-1.3	0.0	-1.1	-0.5	-8.9	1.9	0.9
O=c1c(Cc2c(F)cccc2Cl)c(O)ccn1CC1CCCO1 (configuration not stated)	-1.1	118.4	-2.7	-4.4	-1.0	1.1	-7.3	-4.5	-1.1
CN(CC(=O)Nc1cccc(F)c1)C(=O)c1cccnc1Sc1ccccc1	-1.2	93.3	-14.3	-3.4	-1.8	-2.9	-5.0	5.2	1.2
C=CCOC(=O)C1=C[C@H](c2ccc(Br)cc2)[C@@H](CCCO)[C@H](OCC)O1	-5.0	102.7	13.9	-8.3	0.2	0.3	-6.2	6.1	1.4
Cc1nn(C(=O)c2cccs2)c(C)c1CN1C(=O)c2ccccc2C1=O	0.1	117.1	-4.5	-5.3	-1.7	3.3	-4.4	-1.5	1.5
COc1ccccc1Nc1ccc(S(=O)(=O)N2CCCCC2)cc1[N+](=O)[O-]	9.3	105.7	-1.9	6.4	1.4	-0.2	4.4	2.6	1.2
O=C(N/N=C1\CCCc2ccccc21)c1cccc(Br)c1	-2.3	94.7	-39.4	3.6	-1.7	0.8	-3.4	6.4	2.2
O=C(CCOc1ccccc1)Nc1ccnn1C1CCN(C(=O)CCC(F)(F)F)CC1	1.8	100.7	2.3	-5.8	-0.8	-4.8	-2.9	-4.1	-1.0
